SRC3 TRFRET art = TR-FRET artefact, counter-screen to PPARgamma/SRC-3 agonist assay. TR-FRET ratio at 8 µM. 99,000 compounds, 0.39% hits. PPARgamma/SRC-3 format; active compounds read high. AID 1048; in the data active = TR-FRET ratio above about 2000; also: inactives centre near 1600; reference of the scale not given here
SRC1 TRFRET art = flags TR-FRET format artefacts in PPARgamma SRC-1 recruitment agonist screen. 99,000 compounds, 0.34% hits. TR-FRET ratio at 8 µM. TR-FRET detection artefact counter-screen, emission ratio; active compounds read high. AID 1051; in the data active = TR-FRET ratio above about 2300; also: inactives centre near 1800; reference of the scale not given here
* hit, by the source's call. A portion of the library. The share of hits here may be higher or lower than overall.

`Cc1ccc(C)c(NC(=O)CCC(=O)N/N=C2/CC(=O)CC(C)(C)C2)c1` gave SRC3 TRFRET art 1384 and SRC1 TRFRET art 1754.
N/C(=N\c1nc2c(c(=O)[nH]1)CCC2)Nc1ccccc1 was read as SRC3 TRFRET art 1728 and SRC1 TRFRET art 1611.
Screening COC(=O)C1CCCN1C(C(=O)NC1CCCCC1)c1ccc(Cl)cc1 (centres undefined) returned SRC3 TRFRET art 1693 and SRC1 TRFRET art 1664.
`CN(C)CCNC(=O)c1sc2cccc(F)c2c1Cl` gave SRC3 TRFRET art 1532 and SRC1 TRFRET art 1704.
Screening COc1ccc(/C=C(\NC(=O)c2cccs2)C(=O)Nc2ccccc2C)cc1OC returned SRC3 TRFRET art 1471 and SRC1 TRFRET art 1612.
For CC1CC2=C(NC(=S)NC2c2ccccc2F)/C(=C/c2ccccc2F)C1 (centres undefined) the results were SRC3 TRFRET art 1687 and SRC1 TRFRET art 1739.
CN(C)c1nc(Oc2ccc(/C=N/O)cc2)nc(N(C)C)n1 was read as SRC3 TRFRET art 1722 and SRC1 TRFRET art 1842.
Screening Cc1cc(OCc2nc(-c3ccncc3)no2)cc(C)c1Cl returned SRC3 TRFRET art 1846 and SRC1 TRFRET art 1822.
`Cn1ncc(Br)c1C(=O)NC(=S)N1CCN(c2ccccn2)CC1` gave SRC3 TRFRET art 1565 and SRC1 TRFRET art 1670.
Screening COC(=O)N/N=C\c1cc(Br)ccc1OCc1ccccc1 returned SRC3 TRFRET art 1544 and SRC1 TRFRET art 1946.
Screening O=c1oc2ccccc2c(NCCc2ccccc2)c1[N+](=O)[O-] returned SRC3 TRFRET art 1461 and SRC1 TRFRET art 1680.
`CCc1ccc(NC(=O)c2ccc(Cn3cc([N+](=O)[O-])cn3)cc2)cc1` gave SRC3 TRFRET art 1519 and SRC1 TRFRET art 1697.
Cc1ccc(N=Cc2c(O)n(-c3nccs3)c(=O)c3ccccc23)cc1 was read as SRC3 TRFRET art 1384 and SRC1 TRFRET art 1605.
CN(c1ccccc1)S(=O)(=O)c1ccc(Cl)c(C(=O)NC2=NCCS2)c1 was read as SRC3 TRFRET art 1559 and SRC1 TRFRET art 2152.
Cc1cccc(NC(=O)CN2C(=O)N/C(=C/c3cc(C)n(-c4cccnc4)c3C)C2=O)c1 was read as SRC3 TRFRET art 1657 and SRC1 TRFRET art 1774.
`Cn1c(NNC(=O)c2cccc3ccccc23)cc(=O)n(C)c1=O` gave SRC3 TRFRET art 1585 and SRC1 TRFRET art 1993.
COC(=O)c1c(N2C(=O)CC(Sc3ccccc3C(=O)O)C2=O)sc(C)c1C (centres undefined) was read as SRC3 TRFRET art 1674 and SRC1 TRFRET art 1740.
O=C(c1cccc(S(=O)(=O)N2CCc3ccccc3C2)c1)N1CCN(c2ccc(O)cc2)CC1 was read as SRC3 TRFRET art 1807 and SRC1 TRFRET art 2109.
`CSCCC(NC(=O)c1ccccc1)C(=O)Nc1ccc(NC(C)=O)cc1` (centres undefined) gave SRC3 TRFRET art 1397 and SRC1 TRFRET art 1748.
`Fc1ccc(-c2nnc3ccc(N4CCCC4)nn23)cc1` gave SRC3 TRFRET art 1490 and SRC1 TRFRET art 1587.
For O=C(c1ccccc1Cl)N(Cc1ccc(Br)cc1)N1C(=O)CCC1=O the results were SRC3 TRFRET art 1716 and SRC1 TRFRET art 1892.
`COc1ccc(OCC(=O)N/N=C2\CCCCc3ccccc32)cc1` gave SRC3 TRFRET art 1585 and SRC1 TRFRET art 1847.
Screening COc1ccccc1CN1CCNC(=O)C1CC(=O)N(C)Cc1ccon1 (centres undefined) returned SRC3 TRFRET art 1691 and SRC1 TRFRET art 1775.
Screening Cc1ccc(C)c(S(=O)(=O)N/N=C/c2ccc(F)cc2)c1 returned SRC3 TRFRET art 1521 and SRC1 TRFRET art 1740.
CCCCCNC(=O)c1ccc2c(=O)n(CCCN3CCCC3=O)c(=S)[nH]c2c1 was read as SRC3 TRFRET art 1636 and SRC1 TRFRET art 1733.
For CC1(C)CC2CC(C)(CN2S(=O)(=O)c2ccc(C(=O)Nc3ccc(S(=O)(=O)N4CCOCC4)cc3)cc2)C1 (centres undefined) the results were SRC3 TRFRET art 1515 and SRC1 TRFRET art 1745.
`O=C(NCCN1C(=O)S/C(=C\c2ccccc2F)C1=O)C1CCCN1C(=O)c1cccs1` (centres undefined) gave SRC3 TRFRET art 1382 and SRC1 TRFRET art 1756.
For Cc1cc2ncc(Cl)nc2cc1C the results were SRC3 TRFRET art 1456 and SRC1 TRFRET art 1841.
For COc1cccc(NC(=O)c2ncc(Cl)c(Cl)c2Cl)c1 the results were SRC3 TRFRET art 1560 and SRC1 TRFRET art 1842.
For S=C(Nc1ccc(Cl)cc1)N1CCN(Cc2ccccc2)CC1 the results were SRC3 TRFRET art 1508 and SRC1 TRFRET art 1836.
Screening CCn1cc(/C=N/NC(=O)COc2cccc3cccnc23)c2ccccc21 returned SRC3 TRFRET art 1668 and SRC1 TRFRET art 1822.
Screening COc1ccc2c(c1)CCc1c(C(=O)NC3CCCCC3)noc1-2 returned SRC3 TRFRET art 1607 and SRC1 TRFRET art 1961.
For Cc1csc(NC(=O)CSc2ccc(-c3ccccn3)nn2)n1 the results were SRC3 TRFRET art 1660 and SRC1 TRFRET art 1793.
Screening O=C(Nc1ccc(Cl)cc1Cl)N1CCN(c2ncccn2)CC1 returned SRC3 TRFRET art 1663 and SRC1 TRFRET art 1603.
Screening CN(C)S(=O)(=O)c1cccc(N=C2NN=C(c3ccccc3)CS2)c1 returned SRC3 TRFRET art 1422 and SRC1 TRFRET art 1761.
`Cc1ccc(SCc2cc(=O)c3c(=O)n(-c4ccccc4)[nH]c3[nH]2)cc1` gave SRC3 TRFRET art 1663 and SRC1 TRFRET art 1837.
Screening COc1cc(CNCCc2c[nH]c3ccccc23)cc(Cl)c1OCC(N)=O returned SRC3 TRFRET art 1560 and SRC1 TRFRET art 1598.
For CCN(CC)S(=O)(=O)c1ccc(C(=O)N(c2ccc(C)cc2)C2C=CS(=O)(=O)C2)cc1 (centres undefined) the results were SRC3 TRFRET art 1425 and SRC1 TRFRET art 1915.
For COC(=O)c1sc(-c2ccccc2)cc1NC(=O)c1cc(OC)cc(OC)c1 the results were SRC3 TRFRET art 1367 and SRC1 TRFRET art 1793.
`COc1cc(OC)cc(C(=O)N/N=C2/SCC(=O)N2Cc2ccco2)c1` gave SRC3 TRFRET art 1570 and SRC1 TRFRET art 1669.

By substructure: those above with an NH in an aromatic ring.
N/C(=N\c1nc2c(c(=O)[nH]1)CCC2)Nc1ccccc1 was read as SRC3 TRFRET art 1728 and SRC1 TRFRET art 1611.
CCCCCNC(=O)c1ccc2c(=O)n(CCCN3CCCC3=O)c(=S)[nH]c2c1 was read as SRC3 TRFRET art 1636 and SRC1 TRFRET art 1733.
`Cc1ccc(SCc2cc(=O)c3c(=O)n(-c4ccccc4)[nH]c3[nH]2)cc1` gave SRC3 TRFRET art 1663 and SRC1 TRFRET art 1837.
Screening COc1cc(CNCCc2c[nH]c3ccccc23)cc(Cl)c1OCC(N)=O returned SRC3 TRFRET art 1560 and SRC1 TRFRET art 1598.

Next part:
`CC1CCN(C(=O)CN(c2cccc(F)c2)S(C)(=O)=O)CC1` gave SRC3 TRFRET art 1578 and SRC1 TRFRET art 1830.
`COC(C(=O)Nc1ccc(S(=O)(=O)Nc2ccc(C)c(C)c2)cc1)c1ccccc1` (centres undefined) gave SRC3 TRFRET art 1552 and SRC1 TRFRET art 1746.
O=C(NC(=S)NC1CCSC1=O)c1cccs1 (centres undefined) was read as SRC3 TRFRET art 1537 and SRC1 TRFRET art 1795.
For COCCNC(=O)Cn1cc(/C=N/NC(=O)c2ccc(Oc3ccc(O)cc3)cc2)c2ccccc21 the results were SRC3 TRFRET art 1633 and SRC1 TRFRET art 1920.
For Cc1nc(C#N)c(N/N=C/c2c(F)cccc2Cl)o1 the results were SRC3 TRFRET art 1622 and SRC1 TRFRET art 1837.
O=C(COC(=O)/C=C/c1cccs1)Nc1cccc(S(=O)(=O)N2CCOCC2)c1 was read as SRC3 TRFRET art 1588 and SRC1 TRFRET art 1764.
Screening COCCn1c(SCCCc2ccccc2)nc2c1c(=O)[nH]c(=O)n2C returned SRC3 TRFRET art 1582 and SRC1 TRFRET art 1603.
`O=[N+]([O-])c1ccc(S(=O)(=O)CC(CN2CCCCC2)N2CCCCC2)cc1` (centres undefined) gave SRC3 TRFRET art 1439 and SRC1 TRFRET art 1624.
For O=C(CSCc1cc(=O)[nH][nH]1)Nc1ccc(F)cc1 the results were SRC3 TRFRET art 1501 and SRC1 TRFRET art 1693.
`COC(=O)n1c(=O)oc2cc(S(=O)(=O)N3CCOCC3)ccc21` gave SRC3 TRFRET art 1465 and SRC1 TRFRET art 1817.
`Cc1cc(C(=O)N/N=C/c2ccc(C)o2)c2ccccc2n1` gave SRC3 TRFRET art 1599 and SRC1 TRFRET art 1861.
O=C(NC1CCCC1)C1CCCN1C(=O)Oc1ccccc1 (centres undefined) was read as SRC3 TRFRET art 1411 and SRC1 TRFRET art 1813.
CCn1c2ccc(F)cc2c2nnc(NN)nc21 was read as SRC3 TRFRET art 1655 and SRC1 TRFRET art 1775.
`COc1ccccc1CNC(=O)c1cccc(C)c1[N+](=O)[O-]` gave SRC3 TRFRET art 1667 and SRC1 TRFRET art 1762.
Screening COc1ccc(Br)cc1CN(C)C(C)C(=O)Nc1cccc(C(C)=O)c1 (centres undefined) returned SRC3 TRFRET art 1759 and SRC1 TRFRET art 2080.
CCN(CC)CCCNC(=O)CSc1nc(-c2cccs2)cc(C(F)(F)F)n1 was read as SRC3 TRFRET art 1502 and SRC1 TRFRET art 1938.
For O=c1cc(CS(=O)(=O)c2ccccc2)nc(-c2ccncc2)[nH]1 the results were SRC3 TRFRET art 1790 and SRC1 TRFRET art 1795.
For O=C(COc1ncnc2cc([N+](=O)[O-])ccc12)NCCc1ccc(Cl)cc1 the results were SRC3 TRFRET art 1729 and SRC1 TRFRET art 1733.
For Nc1ccc(C(=O)NCc2ccccc2)cc1 the results were SRC3 TRFRET art 1555 and SRC1 TRFRET art 1905.
For Cc1cccc(-n2nnc3c(=O)n(CC(=O)Nc4cc(C)on4)cnc32)c1 the results were SRC3 TRFRET art 1702 and SRC1 TRFRET art 1715.

An excerpt from above in order of length of the SMILES, smallest number first:
For Nc1ccc(C(=O)NCc2ccccc2)cc1 the results were SRC3 TRFRET art 1555 and SRC1 TRFRET art 1905.
`Cc1cc(C(=O)N/N=C/c2ccc(C)o2)c2ccccc2n1` gave SRC3 TRFRET art 1599 and SRC1 TRFRET art 1861.
CCN(CC)CCCNC(=O)CSc1nc(-c2cccs2)cc(C(F)(F)F)n1 was read as SRC3 TRFRET art 1502 and SRC1 TRFRET art 1938.

Following part:
CCOC(=O)c1c(C)[nH]c(C(=O)COC(=O)CCSc2ccccc2)c1C was read as SRC3 TRFRET art 1824 and SRC1 TRFRET art 1857.
For CC1CCN(S(=O)(=O)N2CCC(C(=O)NCCC3=CCCCC3)CC2)CC1 the results were SRC3 TRFRET art 1695 and SRC1 TRFRET art 1894.
Screening OC(c1ccccn1)(c1ccccn1)c1ccccn1 returned SRC3 TRFRET art 1408 and SRC1 TRFRET art 1811.
COc1ccc(OC)c(-n2c(SCC(=O)N3CCc4ccccc43)nc3c(c2=O)SCC3)c1 was read as SRC3 TRFRET art 1267 and SRC1 TRFRET art 1702.
Screening CN(Cc1ccccc1)C(=O)COC(=O)c1ccc2c(c1)OCO2 returned SRC3 TRFRET art 1534 and SRC1 TRFRET art 1884.
COC(=O)c1c(NC(=O)CN2CCC3(O)CCCCC3C2c2cc(OC)ccc2OC)sc(C)c1C (centres undefined) was read as SRC3 TRFRET art 1705 and SRC1 TRFRET art 2013.
C=C(C)C1CC=C(C)/C(=N/NC(=O)COc2ccc(Cl)cc2)C1 (centres undefined) was read as SRC3 TRFRET art 1477 and SRC1 TRFRET art 1873.
O=C(NNC(=O)c1cccc([N+](=O)[O-])c1)c1ccncc1 was read as SRC3 TRFRET art 1678 and SRC1 TRFRET art 1920.
`CN1/C(=C\C=O)C(C)(C)c2ccccc21` gave SRC3 TRFRET art 1669 and SRC1 TRFRET art 1671.
S=C(N/N=C/c1ccc(Cl)cc1)N1CCOCC1 was read as SRC3 TRFRET art 1647 and SRC1 TRFRET art 2043.

Quoted at random: 3 entries already listed
O=C(NNC(=O)c1cccc([N+](=O)[O-])c1)c1ccncc1 was read as SRC3 TRFRET art 1678 and SRC1 TRFRET art 1920.
Screening OC(c1ccccn1)(c1ccccn1)c1ccccn1 returned SRC3 TRFRET art 1408 and SRC1 TRFRET art 1811.
COc1ccc(OC)c(-n2c(SCC(=O)N3CCc4ccccc43)nc3c(c2=O)SCC3)c1 was read as SRC3 TRFRET art 1267 and SRC1 TRFRET art 1702.

New compounds follow:
Screening C=CCn1c(SCC(=O)NC2CCCCC2)nc2ccccc2c1=O returned SRC3 TRFRET art 1663 and SRC1 TRFRET art 1790.
Screening O=C(CCCN1C(=O)/C(=C/c2ccccc2)SC1=S)Nc1ccc(O)cc1 returned SRC3 TRFRET art 1698 and SRC1 TRFRET art 1827.
Screening Cc1ccc(-n2c3c(cc(C(=O)NCc4ccco4)c2=O)C(=O)CC(C)(C)C3)cc1 returned SRC3 TRFRET art 1539 and SRC1 TRFRET art 2164.
Screening COc1cc2c(cc1C1NC(=S)NC(C)=C1C(=O)N(C)C)CCCC2 (centres undefined) returned SRC3 TRFRET art 1709 and SRC1 TRFRET art 1838.
Screening Oc1ccc(N=C/C=C/c2cccc(Br)c2)cc1-c1nc2ccccc2s1 returned SRC3 TRFRET art 1404 and SRC1 TRFRET art 1552.
`CCNc1nc(SCCOc2ccc(Cl)cc2Cl)nc(N(C)C)n1` gave SRC3 TRFRET art 1634 and SRC1 TRFRET art 1860.
For COc1ccc([N+](=O)[O-])cc1NC(=O)C1CCCO1 (centres undefined) the results were SRC3 TRFRET art 1701 and SRC1 TRFRET art 1850.
For C=CCNC(=S)Nc1ccc(C(N)=O)cc1 the results were SRC3 TRFRET art 1749 and SRC1 TRFRET art 1893.
Screening O=C(Cn1ccc(C(F)(F)F)n1)N/N=C/c1cccs1 returned SRC3 TRFRET art 1670 and SRC1 TRFRET art 1836.

Screens deposited in PubChem by The Scripps Research Institute Molecular Screening Center.
